# Screening data (PubChem BioAssay)
# HCMV antiviral – human cytomegalovirus inhibition; HFF cells, HCMV-luciferase reporter, 72 h; active compounds read low; activity change, negative = inhibition, % at 57.5 µM; actives 4.5% (n = 410,000); AID 1259415; in the data active = activity change below about -60%; inconclusive = no clear call, values can overlap the other calls; inactive = above about -39%
#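 HFF cells seeded 16 h at 37C, treated with compounds, infected with luciferase-reporter HCMV at MOI 1 PFU/cell; luciferase read at 72 h post infection, normalized to buffer-only and Salinomycin controls.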
# Sm TGR inh – blocks Schistosoma mansoni thioredoxin glutathione reductase | Potency, µM (titrated, usually from 114 µM), for the others: top-dose activity change, negative = inhibition, hits mostly inhibitors | purified TGR, DTNB reduction, TNB absorbance 405 nm | Q962Y6 | actives 3% (n = 360,000); note: potency is the fitted concentration of half-maximal effect; nearly all actives have a fitted effect of over 60% in size
#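 First, TGR (20 nM dispensed) and NADPH were mixed with compound. Second, a 15 min room-temperature incubation followed. Third, further NADPH and then DTNB were added to start the reaction. Finally, TNB absorbance was monitored kinetically.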
# AMA1 RON2 block – disrupts binding of P. falciparum AMA1 to RON2. AlphaScreen AMA1-biotinylated RON2 peptide binding. Potency, µM (top dose mostly 58.2 µM), inactives show at the highest dose activity change, negative = inhibition, hits mostly inhibitors. actives 0.2% (n = 360,000);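 note: potency is the fitted concentration of half-maximal effect; 0% = vehicle wells and -100% = peptide control; nearly all actives have a fitted effect of over 45% in size; some results filed as inactive show a strong effect at the top dose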
#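 AMA1 (3D7) with his tag at 25 nM final met compounds first, then biotinylated RON2 peptide at 25 nM; detection used donor plus acceptor beads, 10 µg/mL apiece, read by AlphaScreen after 30 min at room temperature.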
# AmpC detergent – inhibitors of E. coli AmpC beta-lactamase with detergent. P00811. AmpC hydrolysis of nitrocefin, absorbance 480 nm, 0.01% Triton. Potency, µM (highest dose often 114 µM), for inactives: top-dose activity change, negative = inhibition, most hits filed as inhibitors. actives 0.041% (n = 370,000). AID 485294;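 note: potency is the fitted concentration of half-maximal effect; 0% = no-compound wells and -100% = no-enzyme wells; nearly all actives have a fitted effect of over 25% in size; some results filed as inactive show a strong effect at the top dose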
# Target sequence (P00811 whole entry, looked up): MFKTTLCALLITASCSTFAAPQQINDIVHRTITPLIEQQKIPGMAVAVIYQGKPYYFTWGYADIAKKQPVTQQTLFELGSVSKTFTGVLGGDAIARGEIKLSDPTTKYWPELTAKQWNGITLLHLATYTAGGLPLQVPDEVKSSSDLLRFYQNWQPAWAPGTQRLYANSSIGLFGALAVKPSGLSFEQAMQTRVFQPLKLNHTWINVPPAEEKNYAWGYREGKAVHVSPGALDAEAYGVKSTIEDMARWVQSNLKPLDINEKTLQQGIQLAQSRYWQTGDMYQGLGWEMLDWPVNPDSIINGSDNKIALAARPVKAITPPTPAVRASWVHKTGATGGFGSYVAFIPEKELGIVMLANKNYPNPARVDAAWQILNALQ
#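 20 mM phosphate pH 7.0 + 0.01% (detergent screen) or 0.0001% Triton X-100; 5.3 nM AmpC reagent; cpd preinc 15 min RT; nitrocefin (800 uM stock) to start; A480 q20 s × 4 min; Activity was normalised to no-enzyme and no-compound control wells.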
# Tb PYK inh – blocks Trypanosoma brucei pyruvate kinase; Q57TT1; TbPYK enzyme, Kinase-Glo Plus ATP luminescence, 45 min; Potency, µM (titrated, usually from 76.8 µM), inactives show at the top dose activity, negative = inhibition, most hits filed as inhibitors; actives 0.12% (n = 410,000); AID 624173; note: potency is the fitted concentration of half-maximal effect; nearly all actives have a fitted effect of over 50% in size
#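 Readout: single end-point luminescence (Kinase-Glo Plus, 10 min). Reaction conditions were TbPYK/substrate plus 130 uM ADP, 45 min at RT, pH 7.2 TEA buffer. No-enzyme wells served as controls, and data were normalized before concentration-response fitting.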
# AmpC no deterg – blocks E. coli AmpC beta-lactamase in detergent-free assay; AmpC nitrocefin hydrolysis, absorbance 480 nm, 0.0001% Triton; Potency, µM (series often up to 57.1 µM), for the others: at the top dose activity change, negative = inhibition, usual class: inhibitors; actives 0.52% (n = 330,000); AID 485341;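 note: potency is the fitted concentration of half-maximal effect; plate controls were no compound for no effect and no enzyme for full effect; nearly all actives have a fitted effect of over 20% in size; some results filed as inactive show a strong effect at the top dose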
#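 AmpC (5.3 nM in the dispensed reagent) in 20 mM phosphate pH 7.0 with 0.01% (detergent screen) or 0.0001% Triton X-100 was preincubated with compounds for 15 min at room temperature. Nitrocefin was then added from an 800 uM solution, and hydrolysis was followed at 480 nm.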
# LmPK inhibitor – LmPK (Leishmania mexicana) enzyme inhibition. Q27686. purified LmPK, Kinase-Glo ATP luminescence, 1 h. Potency, µM (doses to about 57.5 µM), for the others: at the highest dose activity change, negative = inhibition, actives largely listed as inhibitors. actives 0.37% (n = 290,000). AID 1721; note: potency is the fitted concentration of half-maximal effect
# Target sequence (Q27686 whole entry, looked up): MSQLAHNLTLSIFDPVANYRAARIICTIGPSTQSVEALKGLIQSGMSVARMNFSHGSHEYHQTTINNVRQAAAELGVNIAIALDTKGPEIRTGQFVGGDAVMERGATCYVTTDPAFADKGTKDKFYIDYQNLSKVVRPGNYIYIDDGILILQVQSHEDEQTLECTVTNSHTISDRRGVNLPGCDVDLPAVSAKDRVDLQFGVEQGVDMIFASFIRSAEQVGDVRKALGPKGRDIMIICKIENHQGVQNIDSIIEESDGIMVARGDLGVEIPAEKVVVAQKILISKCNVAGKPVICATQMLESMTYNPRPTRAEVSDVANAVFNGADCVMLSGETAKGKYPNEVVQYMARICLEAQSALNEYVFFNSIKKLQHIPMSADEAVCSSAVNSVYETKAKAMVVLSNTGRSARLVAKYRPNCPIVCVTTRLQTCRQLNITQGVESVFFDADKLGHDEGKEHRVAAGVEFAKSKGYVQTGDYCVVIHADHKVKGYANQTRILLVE
#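 Purified LmPK (0.1 nM) with 0.5 mM PEP and 0.1 mM ADP in imidazole buffer pH 7.2 with MgCl2/KCl, 1 h at room temperature. ATP formed was read by luciferase luminescence and normalized to no-enzyme and uninhibited controls.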
# The depositor's hits bear a star; ? = inconclusive; . = not tested or not shown; [ ] = another dose, or the depositor's remark. Unless noted, calls come from the whole dose curve; as a rule, active = well fitted curve in the direction sought with a large enough effect; inconclusive = small, poorly fitted or top-dose-only effect, or another doubt; inactive = no such curve, though single readings can be large; an effect the other way counts as inactive or inconclusive. Unless noted, % is set by controls: 0 for no effect and ±100 for the full control effect.
SMILES,HCMV antiviral,Sm TGR inh,AMA1 RON2 block,AmpC detergent,Tb PYK inh,AmpC no deterg,LmPK inhibitor
Cc1cccc(OCC(=O)NCC(=O)N/N=C/c2cc(Br)ccc2OCc2ccccc2)c1,-5,6%,7%,4%,3%,-1%,3%
COC(=O)c1cc(Br)c(=O)n(-c2ccccc2OC)c1,-11,0%,-2%,?,-1%,-12%,1%
Cc1cc(-c2csc(N)n2)c(C)n1CCC(C)C,?,-22%,-25%,0%,-20%,-23%,-5%
COCCNC(=O)Cn1cc(/C=C(\C#N)C(=O)NC2CC2)c2ccccc21,-38,-23%,4%,-1%,2%,-5%,4%
CCn1c(C)c(C(=O)O)c2cc(OC)c3ccccc3c21,-29,38%[activator],-10%,-9%,-10%,-34%,1%
COc1ccc(N2Cc3ccccc3C2=NC(=O)c2ccc(C)cc2)cc1OC,-23,-14%,-6%,2%,-11%,3%,3%
Cc1cc(C)cc(C(=O)NCc2ccc3c(c2)OCO3)c1,63,-20%,4%,-5%,-1%,-22%,5%
O=C(O)/C=C/C(=O)Nc1nc(-c2ccc3ccccc3c2)cs1,15,.,-2%,.,-1%,.,.
NNC(=O)/C(=N/Nc1ccccc1)S(=O)(=O)c1ccc(Cl)cc1,-26,3%,39%[activator][2.32 µM],?,-6%,40µM*,5%
Cc1ccc(NC(=O)c2cnccn2)c(C)c1,-5,-15%,-6%,1%,-9%,-9%,0%
O=C(Nc1cccc(-c2nc3ccccc3s2)c1)c1cc(-n2cnnc2)ccc1Cl,.,-29%,0%,-5%,7%,94%[activator],0%
CN1C(=S)N2CCCN2C1c1ccccc1 (stereo not given),-3,5%,3%,0%,1%,-4%,4%
Cc1c(/C=N/NC(=O)c2cc(C(C)(C)C)[nH]n2)c2ccccc2n1C,26,6%,3%,?,-15%,-31%,2%
O=C(O)C1CCCCC1C(=O)NCCc1cccc(Cl)c1 (stereo not given),-19,3%,44%[activator],-9%,-3%,3%,1%
O=C(COC(=O)c1ccc(Cl)nc1)NNC(=O)c1ccc(Br)cc1,24,-3%,66%[activator],-8%,-1%,-18%,.
Cc1ccccc1OCC(=O)Nc1ccc2[nH]ncc2c1,-16,-17%,-14%,-1%,-5%,-17%,-2%
CC(NC(=O)c1ccccc1Cl)c1ccc(-n2ccnc2)cc1 (stereo not given),-4,.,10%,.,-4%,.,.
Cc1cc(C)c2oc(-c3cccc(NC(=O)c4ccc(-c5cccc([N+](=O)[O-])c5)o4)c3)nc2c1,-4,-9%,.,25%,3%,.,.
Cc1cccc(NC(=O)NCc2ccc3c(c2)cc(C)n3C)c1,?,-13%,-14%,?,-2%,14%,0%
COc1ccccc1CCCNC(=O)C1CCC(=O)N(CCN2CCOCC2)C1 (stereo not given),-2,0%,2%,-4%,7%,-1%,-11%

# Some entries already given, showing only HCMV antiviral, Tb PYK inh and LmPK inhibitor.
canonical_smiles	HCMV antiviral	Tb PYK inh	LmPK inhibitor
NNC(=O)/C(=N/Nc1ccccc1)S(=O)(=O)c1ccc(Cl)cc1	-26	-6%	5%
Cc1ccc(NC(=O)c2cnccn2)c(C)c1	-5	-9%	0%

# The list continues.
SMILES,HCMV antiviral,Sm TGR inh,AMA1 RON2 block,AmpC detergent,Tb PYK inh,AmpC no deterg,LmPK inhibitor
C#CCOCCOCCOCCNc1nc(N2CCN(C(=O)[C@H]([C@@H](C)CC)n3cc(CCCN=C(N)N)nn3)CC2)nc(N2CCN(C(=O)[C@H]([C@@H](C)CC)n3cc(CCC(=O)O)nn3)CC2)n1,8,.,-8%,.,0%,.,.
O=C(Cc1ccccc1)NCc1ccncc1,-2,-6%,-3%,1%,-7%,-11%,6%
CCOC(=O)C1CC(c2ccccc2)=NNC1=O (stereo not given),-14,.,2%,-3%,-3%,-10%,1%
CC1CC(C)CN(CCOc2ccccc2-c2ccccc2)C1 (stereo not given),28,7%,-2%,-5%,-2%,47%,-3%
CC(/C=N/N1CCN(Cc2ccccc2)CC1)=C\c1ccccc1,-104*,6%,13µM*,1%,4%,-3%,-1%
Cc1cc(C)n(C(=O)CNC(=O)C(c2ccccc2)c2ccccc2)n1,-20,34%,14%,5%,-3%,-24%,4%
COc1cccc(OCCNC(=O)c2ccccc2Sc2ccccc2C#N)c1,-25,2%,2%,?,1%,-5%,4%
CCOC(=O)C1CCCN(C(=O)c2ccc3c(c2)OCO3)C1 (stereo not given),-24,2%,9%,?,-1%,-6%,4%
CC(=O)C(Cc1cccc(F)c1)(Cc1cccc(F)c1)C(C)=O,?,-8%,1%,-6%,5%,-12%[2.29 µM],3%
COc1ccc(Cn2c(O)c(C=Nc3c(C)n(C)n(-c4ccccc4)c3=O)c(=O)[nH]c2=O)cc1,9,-11%,-4%,-16%,1%,-35%,-4%
Cc1cc(OC(=O)N(C)C)nc(-c2ccc(C)c(Cl)c2)n1,43,-2%,-2%,?,-2%,80%[activator],5%
COc1ccccc1C(=O)NCc1nnnn1-c1ccc(C)c(C)c1,-2,6%,.,-7%,-5%,.,.
N=C(CC1CC(=O)NC(=O)C1)C1=C(O)CCCC1=O,-17,0%,2%,-7%,0%,-8%,1%
Cc1cc(C)n2ncnc2n1,10,0%,5%,?,.,-7%,-1%
Cc1ccc(-n2nc(C)c3c(C(=O)NCc4ccccc4)cc(C4CC4)nc32)cc1,11,-2%,.,5%,-5%,.,.
COc1cc(OC)cc(C(=O)NCc2cc(C)nc3ccccc23)c1,?,.,5%,5%,0%,0%,0%
O=C(NCCCN1CCCC1=O)c1ccc(CNS(=O)(=O)c2ccc(F)cc2)cc1,23,1%,16%,-2%,-3%,3%,2%
Cc1ccc(CN2CCSc3ccc(C(=O)N4CCN(c5cccc(C)c5C)CC4)cc32)cc1,-9,8%,.,16%,3%,.,.
Cc1cc(C)nc(SCC(=O)Nc2ccc(N3CCOCC3)c(Cl)c2)n1,-31,-24%,10%,2%,-3%,0%,5%
O=C1CCN(C(=O)/C=C/c2ccccc2)c2ccccc21,-27,1%,10%,6%,1%,-6%,-2%
COC(=O)c1ccc2c(=O)n(NC(=O)C(c3ccccc3)c3ccccc3)c(=S)[nH]c2c1,7,-8%,29%,?,-4%,-49%,1%
CCOC(=O)N1CCC(c2cc(=O)n3[nH]c(-c4ccccc4)cc3n2)CC1,-35,1%,-5%,?,7%,-22%,-3%
COc1cc2c(cc1OC)C(C)N(C(=O)c1nccnc1C(=O)O)CC2 (stereo not given),-2,0%,-24%,-1%,-4%,24%,1%
CCOC(=O)C1=C(C)N2C(=C(C#N)[C@@H]1c1ccc(C(=O)OC)cc1)SC[C@@]2(O)C(C)(C)C,15,0%,88%[activator],2%,-21%,15%,6%
COC(=O)C1C2C=CC3(CN(C4CCCC4)C(=O)C13)O2 (stereo not given),20,-25%,89%[activator],?,-5%,-2%,1%
Cn1c(NCc2ccc(Cl)cc2)nc2ccccc21,86,-4%,6%,-10%,-6%,-33%,-13%
COc1ccc(/C=C/c2c([N+](=O)[O-])c(=O)n(C)c(=O)n2C)c(OC)c1OC,-65*,2%,-3%,5%,-7%,-1%,4%
CN(c1ccccc1)S(=O)(=O)c1cc(C(=O)OCC(=O)c2c(N)n(C)c(=O)n(C)c2=O)ccc1Cl,7,.,-3%[11.6 µM],.,-3%,.,.
C=CCN1C(=O)N(c2ccccc2)C(=O)C1CC(=O)Nc1ccc(OC)cc1 (stereo not given),-9,0%,2%,-6%,4%,-6%,10%
Cc1ccc(C)c(CN2C(=O)CSc3ccc(C(=O)NCC(C)CN4CCC(C)CC4)cc32)c1 (stereo not given),-31,-1%,9%,0%,-3%,3%,-2%
Cn1nnnc1SCC(=O)Nc1cccc(S(=O)(=O)N2CCCC2)c1,-25,-29%,-6%,-5%,-4%,-12%,-1%
CN(C)Cc1ccccc1Sc1ccccc1Br,30,5%,-5%,?,5%,-7%,7%
NC(N)=NS(=O)(=O)c1ccc(NC(=S)Nc2ccc(F)cc2)cc1,-23,0%,-10%,-1%,2%,-5%,0%
COc1cccc(CNC(=O)C2CCCN(c3cnccn3)C2)c1 (stereo not given),-27,1%,0%,6%,-4%,-1%,2%
Cn1c(C(=O)NCc2ccc3c(c2)OCO3)cc2sccc21,-17,12%[11.4 µM],-19%,4%,0%,-16%,4%
Cc1ccccc1NC(=O)CN1C(=O)S/C(=C\c2ccc(-c3cc(C(=O)O)ccc3C)o2)C1=O,-26,.,-26%,56µM*,-19%,-22%,0%
COc1ccc(C(C)(NC(C)=O)c2nc(-c3cccnc3)cs2)cc1 (stereo not given),-10,.,5%,.,3%,.,.
CC(C)CCN(C)C1CCN(S(=O)(=O)c2ccc(F)cc2)CC1,10,-1%,-1%,-12%,2%,10µM*,-3%
COc1cc(OC)c(NC(=O)N2CCc3c(sc4c3CCCC4)C2c2ccccc2)cc1Cl (stereo not given),-19,-3%,.,-3%,4%,.,.
CCCn1c(N)c(N(CCOC)C(=O)c2ccc(-c3ccccc3)cc2)c(=O)[nH]c1=O,9,-8%,3%,0%,-2%,3%,.
Cc1noc(C)c1S(=O)(=O)N(CC(=O)NCc1ccc(F)cc1)c1ccc(C(C)C)cc1,19,4%,-4%,-3%,3%,35%,6%
Cc1nn(-c2ccccc2)c(C)c1N,5,10%,39%,-1%,5%,-19%,4%
COc1ccccc1CNC(=O)C1CCCN(S(=O)(=O)c2cnc[nH]2)C1 (stereo not given),29,-21%,3%,?,-1%,-17%,0%
COc1ccc(C(=O)Nc2ccc(S(=O)(=O)N3CCN(C)CC3)cc2)cc1[N+](=O)[O-],26,-3%,-8%,-9%,-17%,-5%,-1%
CN(C)S(=O)(=O)c1cccc(NC(=O)COC(=O)CNC(=O)c2ccccc2F)c1,-15,10%,-5%,1%,1%,94%[activator],9%
CC12CC3CC(C)(C1)CC(C(=O)NC1=NCCS1)(C3)C2,-27,3%,21%,0%,-8%,-2%,3%

# Three entries drawn at random from the list so far, as already listed:
SMILES,HCMV antiviral,Sm TGR inh,AMA1 RON2 block,AmpC detergent,Tb PYK inh,AmpC no deterg,LmPK inhibitor
C=CCN1C(=O)N(c2ccccc2)C(=O)C1CC(=O)Nc1ccc(OC)cc1 (stereo not given),-9,0%,2%,-6%,4%,-6%,10%
CC(C)CCN(C)C1CCN(S(=O)(=O)c2ccc(F)cc2)CC1,10,-1%,-1%,-12%,2%,10µM*,-3%
COc1ccc(C(C)(NC(C)=O)c2nc(-c3cccnc3)cs2)cc1 (stereo not given),-10,.,5%,.,3%,.,.
